A350 autofl: compound fluoresces in the Alexa 350 spectral region | AID 590 | 59,000 compounds, 11% hits | Compound autofluorescence, 340/450 nm, Alexa 350 dye-equivalents; active compounds read high | max dye-equivalent concentration, M; in the data active = max dye-equivalent concentration above about 10 nM; inconclusive = mostly about 1.1 nM to 9.6 nM
BRCT inh green: blocks human BRCA1 BRCT binding to phosphopeptide, green readout; BRCA1 BRCT-phosphopeptide binding, green fluorescence polarization; P38398; 75,000 compounds, 0.05% hits; Potency, µM (top dose mostly 76.9 µM), for inactives: at the highest dose activity change, negative = inhibition, usual class: inhibitors;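 note: potency is the fitted concentration of half-maximal effect; plate controls were peptide without protein for full effect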
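Compounds were incubated for 12 min at room temperature with a complex of 100 nM fluorescein-tagged pBACH1 decapeptide and 250 nM His-tagged BRCT protein. Buffer was phosphate pH 7.3 with EDTA, DTT and Tween 20. Disruption of binding lowers the polarization signal.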
Caspase-7 inhib: caspase-7 (human) inhibition, allosteric or competitive | recombinant caspase-7, Ac-DEVD-AFC fluorescence rate | Potency, µM (titrated, usually from 57.5 µM), without a hit: top-dose activity change, negative = inhibition, hits mostly inhibitors | 75,000 compounds, 0.02% hits; active = well fitted inhibition curve with a large enough effect in the main read-out, with a control signal flat, not every such curve was filed as active; inconclusive = small, poorly fitted or top-dose-only effect, or a change in a side signal; note: potency is the fitted concentration of half-maximal effect; % of control where 0% means no effect
BRCT inh red: disrupts BRCA1 BRCT binding to phosphoprotein, red fluorophore readout; P38398; BRCT-phosphopeptide binding, red fluorescence polarization; Potency, µM (titrated, usually from 76.9 µM), for the others: at the highest dose activity change, negative = inhibition, most hits filed as inhibitors; 75,000 compounds, 0.03% hits; AID 892; note: % is set by controls: 0 for no effect and ±100 for the full control effect
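Rhodamine-labelled pBACH1 10-mer (100 nM) bound to BRCT domain (100 nM) at pH 7.3; compounds incubated 12 min room temperature, polarization read. Free peptide defines full inhibition; unlabelled decapeptide titrated as control.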
USP2a inh: USP2a (human) protease inhibition; USP2a enzymatic assay, qHTS inhibition; AID 927; Potency, µM (top dose mostly 38.3 µM), for the others: at the top dose activity change, negative = inhibition, usual class: inhibitors; O75604; 60,000 compounds, 0.1% hits;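 note: potency is the fitted concentration of half-maximal effect; nearly all actives have a fitted effect of over 60% in size; plate controls were DMSO for no effect and NEM full inhibition control for full effect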
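Inhibition is measured in a cell-free coupled assay with 20 nM USP2 core, 20 nM Ub-PLA2 and 20 uM NBD C6-HPC, 2.5 h incubation. Activity normalized to NEM control.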
Tau filament bind: tau filament binding | P10636 | recombinant tau filaments, thioflavin S fluorescence, 15 h; filaments grown with octadecylsulfate alongside compound | Potency, µM (doses to about 57.1 µM), without a hit: at the top dose activity change, negative = inhibition | 71,000 compounds, 2% hits | AID 596;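 note: potency is the fitted concentration of half-maximal effect; % is set by controls: 0 for no effect and ±100 for the full control effect; actives lower thioflavin S fluorescence by blocking filaments or displacing dye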
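His-tagged recombinant human tau (exons 2, 3 and 10 included), 1 uM, was induced to fibrillize by 30 uM sodium octadecylsulfate with compound present. After 15 h at 37 C, thioflavine S fluorescence (ex 450, em 510 nm) was read.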
CRE Fsk mod: alters forskolin-stimulated CRE reporter signaling in CHO cells. 71,000 compounds, 2.5% hits. AID 662. CHO CRE-bla reporter (cAMP response element driving beta-lactamase), forskolin EC10, beta-lactamase ratio. Potency, µM (titrated, usually from 38.2 µM), for the others: at the top dose activity change, negative = inhibition, most hits filed as activators; active = well fitted activation curve with a large enough effect in the signal ratio, with a control signal flat, not every such curve was filed as active; inconclusive = small, poorly fitted or top-dose-only effect, or effect the other way, or a change in a side signal; the % refers to the signal ratio; note: potency is the fitted concentration of half-maximal effect; % of control where 0% means no effect
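The 460nm/530nm emission ratio after CCF4 loading defined %Activity, from which AC50 values were obtained. CRE-bla CHO cells received compound dilution series together with an EC10 level of NKH 477 for 3 hours at 37 degrees Celsius.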
Caspase-1 inhib: caspase-1 (human) inhibition, allosteric or competitive | Potency, µM (top dose mostly 57.5 µM), without a hit: at the top dose activity change, negative = inhibition, hits mostly inhibitors | 75,000 compounds, 0.03% hits | P29466 | Caspase-1 enzyme, Ac-WEHD-AFC fluorogenic rate | AID 900;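 note: potency is the fitted concentration of half-maximal effect; plate controls were vehicle for no effect and no substrate for full effect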
ERK AVP inh: inhibitors of vasopressin-stimulated ERK signaling pathway; HEK293-V1b, vasopressin-stimulated pERK AlphaScreen; Potency, µM (top dose mostly 57.5 µM), inactives show top-dose activity, negative = inhibition, actives largely listed as inhibitors; 72,000 compounds, 0.99% hits; AID 995; note: potency is the fitted concentration of half-maximal effect; % is set by controls: 0 for no effect and ±100 for the full control effect; nearly all actives have a fitted effect of over 55% in size
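V1b-HEK293 cells; cpd 30 min 37C; 25 nM vasopressin 5 min; lyse 10 min; AlphaScreen beads 5 hr RT. Normalized to DMSO basal and 25 nM vasopressin; AC50 by Hill fit.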
HEK293 cAMP cs: counter-screen for TSHR agonists: cAMP increase in parental HEK293; parental HEK293 CNG cAMP sensor, membrane potential fluorescence; Potency, µM (series often up to 57.1 µM), for the others: at the top dose activation, usual class: activators; 73,000 compounds, 2.5% hits; note: potency is the fitted concentration of half-maximal effect; % of control where 0% means no effect; nearly all actives have a fitted effect of over 55% in size
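Parental HEK 293 cells stably expressing a modified CNG channel (no TSHR) report cAMP rise as membrane depolarization. Membrane potential dye with 100 uM RO 20-1724 was loaded for 60 min at room temperature, then compound added for 30 min; fluorescence read at 590 nm.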
Luciferase inh: blocks Photinus pyralis firefly luciferase activity. purified firefly luciferase, luminescence, 8 min. Potency, µM (titrated, usually from 57.1 µM), inactives show at the highest dose activity change, negative = inhibition, hits mostly inhibitors. AID 411. P08659. 72,000 compounds, 2.2% hits; note: potency is the fitted concentration of half-maximal effect; % is set by controls: 0 for no effect and ±100 for the full control effect; nearly all actives have a fitted effect of over 40% in size
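Inhibition of light generation by firefly luciferase from ATP and luciferin was profiled with concentration-response curves per sample, ATP held at 10 uM within the enzyme's linear range. Plates were read by luminescence after an 8-minute ambient incubation.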
An asterisk follows results filed as active; i = inactive; u = inconclusive; x = no result given; [ ] = remark or other dose. Unless noted, calls come from the whole dose curve; as a rule, active = well fitted curve in the direction sought with a large enough effect; inconclusive = small, poorly fitted or top-dose-only effect, or another doubt; inactive = no such curve, though single readings can be large; an effect the other way counts as inactive or inconclusive.

SMILES | A350 autofl | BRCT inh green | Caspase-7 inhib | BRCT inh red | USP2a inh | Tau filament bind | CRE Fsk mod | Caspase-1 inhib | ERK AVP inh | HEK293 cAMP cs | Luciferase inh
O=C(Nc1ccc(S(=O)(=O)N2CCOCC2)cc1)c1ccc(Br)o1 | i | 4.3% | -2% | -1.3% | 23% | 0% | u | -1% | u | -1% | 0%
CCCc1nnc(NC(=O)CNc2ccc(F)cc2)s1 | x | 0.1% | -2% | -0.8% | 6% | 6% | -3% | -1% | -14% | -1% | -2%
CCOc1ccc(N(CC(=O)NC2CCCCC2)S(=O)(=O)c2c(C)noc2C)cc1 | x | -0.3% | 1% | 1.0% | x | 235% | -6% | 1% | -5% | 27% | 3%
CCC(=O)N1CCCc2cc(S(=O)(=O)N3CCCc4ccccc43)ccc21 | i | 2.3% | -4% | 0.2% | -1% | 9% | -6% | -2% | 12% | u | -3%
CN1CCCC2(CCN(C(=O)c3cnccn3)CC2)C1 | i | -2.4% | 0% | -1.1% | u | -6% | -4% | -2% | 3% | 6% | 3%[11.4 µM]
CCCOc1ccccc1NC(=O)CC1Nc2ccccc2NC1=O (stereo unspecified) | 1.3e-08M* | -0.6% | -1% | 0.0% | 16% | u | u | -5% | -20% | 2% | -1%
Cc1ccc(C2CC(C(F)(F)F)n3nc(C(=O)NCCN4CCOCC4)cc3N2)cc1 (stereo unspecified) | i | -2.3% | -2% | 0.1% | 15% | -1% | u | 2% | -1% | 5% | 3%
CCOCCCNC(=O)CCCOc1ccccc1 | i | -0.4% | 0% | 0.3% | 4% | 0% | u | 0% | -5% | 4% | -2%
CCOc1ccc(-c2nc(CSCC(=O)NCc3ccco3)c(C)o2)cc1 | i | 0.5% | -6% | -0.5% | 11% | 3% | -35% | 0% | 19% | u | -18%
CCOC(=O)Cc1csc(NC(=O)C2C3C=CC(C3)C2C(=O)O)n1 (stereo unspecified) | i | -1.9% | 1% | -1.1% | 0% | 15% | 1% | 0% | -10% | -1% | 3%
COc1ccccc1-c1nc(NCCN2CCOCC2)c2ccccc2n1 | u | 1.2% | -5% | -1.6% | 8% | -24% | u | -3% | -9% | -25% | -22%[2.29 µM]
O=C(Oc1ccc(-c2nnco2)cc1)N1CCCCC1 | i | -2.3% | 0% | 0.2% | -2% | 12% | 4% | 0% | -17% | 4% | -1%
COc1cccc(-n2ccnc2SCC(=O)N2CCc3ccccc32)c1 | i | -0.9% | 0% | -0.6% | 6% | 10% | 5% | 1% | -10% | 16% | 0%
O=C(OCC(=O)N1CCN(C(=O)c2ccco2)CC1)c1ccc(S(=O)(=O)N2CCCCC2)cc1 | i | -1.3% | 0% | -3.2% | 17% | 3% | 0% | 0% | -3% | 0% | 2%
CCOc1cc(C)c(Cl)cc1S(=O)(=O)NCc1ccco1 | i | 1.0% | 0% | 0.0% | 4% | -4% | -8% | 2% | -12% | 17% | 3%
O=C(Nc1ccccc1N1CCCC1)c1ccc2c(c1)OCO2 | u | -0.1% | -1% | 0.1% | 8% | -1% | -3% | -2% | u | 12% | -2%
CCOC(=O)C1=C(SCC(=O)Nc2ccccc2)NC(=O)C(C#N)C12CCCCC2 (stereo unspecified) | x | -1.6% | 0% | -0.8% | 13% | 0% | -15% | 2% | -9% | 11% | -1%
CCC1CCCCN1C(=O)CSc1nnc(-c2c[nH]c3ccccc23)o1 (stereo unspecified) | i | 0.9% | 3% | 0.4% | x | 17% | 3% | -9% | 5% | 24% | -3%
C[N+]12CCC(CC1)[C@@H](OC(=O)C(O)(c1ccccc1)c1ccccc1)C2 | u | 0.1%[34.4 µM] | -1%[25.7 µM] | -0.4%[34.4 µM] | -14%[17.1 µM] | -19%[25.6 µM] | 3%[17.1 µM] | 0%[25.7 µM] | -1%[25.7 µM] | 4%[25.6 µM] | 3%[25.5 µM]
Cn1c(=O)c(-c2cccc(F)c2)nc2cncnc21 | u | 4.2% | -8% | -0.4% | 55%[activator] | 0% | u | -4% | -24% | u | 3%[11.4 µM]
CC1(C)Oc2ccc(C(=O)NC3CCCC3)cc2N(CC(=O)N2CCOCC2)C1=O | i | 0.0% | -2% | 1.4% | -1% | 2% | -10% | 2% | 6% | 7% | 1%
Cc1cc(Cc2c(C)c(C)c(Cc3cc(C)cc(C(C)(C)C)c3O)c(C)c2C)c(O)c(C(C)(C)C)c1 | i | -0.3%[15.4 µM] | -3%[11.5 µM] | -0.3%[15.4 µM] | x | -6%[11.4 µM] | -2%[7.6 µM] | 0%[11.5 µM] | 2%[11.5 µM] | -6%[11.4 µM] | 3%[11.4 µM]
O=C(CSCCc1ccccn1)Nc1cccnc1 | i | -2.4% | 0% | -0.9% | 6% | 8% | u | 2% | 13% | 5% | 1%
Cc1cc(NC(=O)Nc2cccc3ccccc23)no1 | x | 0.2% | -2% | 0.0% | 3% | -18% | -12% | -2% | 2% | -1% | -3%

Entries of single compounds as entered above.
COc1cccc(-n2ccnc2SCC(=O)N2CCc3ccccc32)c1 is listed as A350 autofl: i; BRCT inh green: -0.9%; Caspase-7 inhib: 0%; BRCT inh red: -0.6%; USP2a inh: 6%; Tau filament bind: 10%; CRE Fsk mod: 5%; Caspase-1 inhib: 1%; ERK AVP inh: -10%; HEK293 cAMP cs: 16%; Luciferase inh: 0%
Cc1cc(NC(=O)Nc2cccc3ccccc23)no1 is listed as A350 autofl: x; BRCT inh green: 0.2%; Caspase-7 inhib: -2%; BRCT inh red: 0.0%; USP2a inh: 3%; Tau filament bind: -18%; CRE Fsk mod: -12%; Caspase-1 inhib: -2%; ERK AVP inh: 2%; HEK293 cAMP cs: -1%; Luciferase inh: -3%

Four compounds from above, reduced to Luciferase inh:
smiles | Luciferase inh
Cc1ccc(C2CC(C(F)(F)F)n3nc(C(=O)NCCN4CCOCC4)cc3N2)cc1 (stereo unspecified) | 3%
CCOCCCNC(=O)CCCOc1ccccc1 | -2%
CCOc1ccc(-c2nc(CSCC(=O)NCc3ccco3)c(C)o2)cc1 | -18%
CCOC(=O)Cc1csc(NC(=O)C2C3C=CC(C3)C2C(=O)O)n1 (stereo unspecified) | 3%

Further structures:
SMILES | A350 autofl | BRCT inh green | Caspase-7 inhib | BRCT inh red | USP2a inh | Tau filament bind | CRE Fsk mod | Caspase-1 inhib | ERK AVP inh | HEK293 cAMP cs | Luciferase inh
CCOC(=O)N1CCC(NC(=O)C2CCCN(Cc3nc(-c4cccc(Cl)c4)oc3C)C2)CC1 (stereo unspecified) | x | 0.2% | -2% | 1.0% | x | 101% | -2% | 0% | 13% | u | 3%
COc1ccc(NC(=O)CSc2nnc(-c3ccoc3C)n2CCc2ccccc2)cc1 | i | -0.3% | -5% | -1.4% | 20% | 7% | 0% | 0% | -13% | 21% | 2%
CC1(C)CC(=O)C2=C(C1)OC1=C(C(=O)CC(C)(C)C1)C2c1ccc(O)cc1O | x | 0.3% | -8% | 0.8% | u | 42%[11.4 µM] | u | -9% | 10µM* | -9%[11.4 µM] | -24%
Cc1ccc(CN(c2ccc(C(=O)N3CCCC3)cc2)S(C)(=O)=O)cc1 | x | -3.3% | 0% | 0.0% | 12% | 12% | -6% | 0% | -16% | 14% | 1%
COC(=O)C1C(=O)c2c(n[nH]c2C)CC1(C)C (stereo unspecified) | i | 0.4% | 1% | -0.6% | -1% | -14% | 1% | 0% | -12% | -1% | 2%
Cn1c(=O)c2ncn(CC(=O)Nc3ccc4oc(-c5cccc6ccccc56)nc4c3)c2n(C)c1=O | 1e-07M* | 0.6% | -1% | -0.9% | 15% | 10% | -6% | -2% | -5% | 3% | -1%
O=C1CC2CS(=O)(=O)CC2N1c1ccc(Cl)cc1Cl (stereo unspecified) | i | -1.1% | 1% | 0.5% | 1% | 12% | -5% | -1% | -2% | 2% | 8%
Cn1c(=O)c2c(ncn2C[C@@H](O)CO)n(C)c1=O | i | -0.7%[34.4 µM] | 1%[25.7 µM] | -1.3%[34.4 µM] | -10%[17.1 µM] | 3%[25.6 µM] | -4%[17.1 µM] | 2%[25.7 µM] | 8%[25.7 µM] | 0%[25.6 µM] | 2%[25.5 µM]
CC(C)(C)NC(=O)C1CCCN(S(=O)(=O)c2cccc3cccnc23)C1 (stereo unspecified) | x | -2.4% | 0% | 2.7% | x | 14% | -3% | -2% | -9% | -3% | 4%
O=C(Nc1ccc2c(c1)OCO2)c1ccncc1 | x | -0.5% | -3% | -2.8% | 10% | u | 1% | 0% | -10% | 3% | -5%
CCN(CC)c1ccc(NC(=O)CN2CCN(CC(=O)Nc3ccccc3F)CC2)cc1 | i | -1.1% | 4% | -2.2% | 15% | -5% | -5% | 2% | 5% | 13% | 4%

Screens from PubChem.
